Compound activity: PubChem BioAssay, The Scripps Research Institute Molecular Screening Center
GSTO1 counter = GSTO1 inhibition, counter-screen for RBBP9 inhibitors; recombinant GSTO1, activity-based probe fluorescence polarization; inhibition, % at 5.96 µM; 1.1% of 300,000 active;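 active means inhibition above the campaign mean inhibition plus 3 SD, cut at about 35% in these data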;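 further: 0% = GSTO1-1 with DMSO and 100% = wells lacking GSTO1-1 enzyme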
Target sequence (P78417 whole entry, looked up): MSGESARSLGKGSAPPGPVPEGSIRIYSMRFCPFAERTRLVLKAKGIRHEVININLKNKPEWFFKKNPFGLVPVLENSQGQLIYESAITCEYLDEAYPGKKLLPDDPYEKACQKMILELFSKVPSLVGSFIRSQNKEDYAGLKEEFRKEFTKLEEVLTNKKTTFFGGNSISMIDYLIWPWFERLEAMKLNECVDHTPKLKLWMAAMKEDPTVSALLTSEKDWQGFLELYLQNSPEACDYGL
PME-1 inh = PME-1 (human) inhibition; inhibition, % at 5.9 µM; recombinant PME-1, FP-Rh probe fluorescence polarization; 0.53% of 320,000 active; Q9Y570;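 active means inhibition above the campaign mean of all compounds plus 3 SD, cut at about 26% in these data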;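 further: competitive labeling of PME-1 active site by serine hydrolase directed probe; 0% = PME-1 with DMSO and 100% = wells lacking PME-1 enzyme; inhibitors block probe labeling so polarization falls and inhibition rises; many of its hits are not listed in these tables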
Target sequence (Q9Y570 whole entry, looked up): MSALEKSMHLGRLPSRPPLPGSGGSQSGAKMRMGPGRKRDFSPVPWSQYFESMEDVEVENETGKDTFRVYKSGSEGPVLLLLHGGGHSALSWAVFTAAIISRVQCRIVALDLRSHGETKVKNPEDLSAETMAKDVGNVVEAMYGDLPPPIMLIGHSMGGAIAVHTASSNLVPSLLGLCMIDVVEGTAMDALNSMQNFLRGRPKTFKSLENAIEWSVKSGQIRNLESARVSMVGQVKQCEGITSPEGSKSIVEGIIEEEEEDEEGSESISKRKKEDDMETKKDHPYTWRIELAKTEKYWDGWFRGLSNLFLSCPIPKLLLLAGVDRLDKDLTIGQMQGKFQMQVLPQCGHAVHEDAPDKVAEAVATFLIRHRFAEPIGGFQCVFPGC
LYPLA1 counter = blocks human lysophospholipase 1, a PME1 counter-screen | recombinant LYPLA1, FP-Rh probe fluorescence polarization | inhibition, % at 5.9 µM | 0.16% of 320,000 active | O75608;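 active means inhibition above the mean of all tested compounds plus 3 SD, set per campaign, cut at about 14% in these data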;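 further: inhibitors block serine hydrolase probe labeling of LYPLA1 so polarization falls; 0% = enzyme with DMSO and 100% = wells lacking LYPLA1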
LYPLA2 inh = LYPLA2 (human) inhibition in PME1 counter-screen; recombinant LYPLA2, FP-Rh probe fluorescence polarization; 0.38% of 320,000 active; AID 2177; inhibition, % at 5.9 µM; O95372;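 active means inhibition above the screen-wide mean plus 3 SD, limit set per campaign, cut at about 26% in these data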;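 further: 0% = LYPLA2 with DMSO and 100% = wells lacking LYPLA2 enzyme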
PAFAH1B3 inh = PAFAH1B3 (human) inhibition. Q15102. recombinant PAFAH1B3, FP-rhodamine probe, fluorescence polarization. inhibition, % at 3.39 µM. AID 492972. 0.28% of 340,000 active;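 active means inhibition above the screen-wide average of all tested compounds plus 3 SD, cut at about 25% in these data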;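 further: 0% = enzyme with DMSO only and 100% = wells lacking PAFAH1B3 protein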
Target sequence (Q15102 whole entry, looked up): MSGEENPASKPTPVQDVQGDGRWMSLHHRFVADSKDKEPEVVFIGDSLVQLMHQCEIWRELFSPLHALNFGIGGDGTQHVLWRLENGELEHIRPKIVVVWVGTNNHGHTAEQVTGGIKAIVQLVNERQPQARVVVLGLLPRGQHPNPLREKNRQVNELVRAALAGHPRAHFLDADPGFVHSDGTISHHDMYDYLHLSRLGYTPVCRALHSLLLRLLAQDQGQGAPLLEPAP
PAFAH1B2 FP inh = inhibitors of human PAFAH1B2; P68402; recombinant PAFAH1B2, FP-rhodamine activity probe, fluorescence polarization; inhibition, % at 3.39 µM; 1.2% of 340,000 active; AID 492953;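 active means inhibition above the mean of all tested compounds plus 3 SD, cut at about 24% in these data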;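 further: 0% = enzyme with DMSO and 100% = wells lacking PAFAH1B2; many of its hits are not listed in these tables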
Target sequence (P68402 whole entry, looked up): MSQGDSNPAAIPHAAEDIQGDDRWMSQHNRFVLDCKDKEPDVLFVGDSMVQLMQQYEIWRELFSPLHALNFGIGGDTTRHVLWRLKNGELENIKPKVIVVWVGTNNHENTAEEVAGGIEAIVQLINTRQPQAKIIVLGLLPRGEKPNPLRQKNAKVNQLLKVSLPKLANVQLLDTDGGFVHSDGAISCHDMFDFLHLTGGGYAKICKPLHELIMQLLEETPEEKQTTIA
pPAFAH inh = pPAFAH (human) enzyme inhibition. Q13093. recombinant pPAFAH, FP-rhodamine probe fluorescence polarization. inhibition, % at 3.39 µM. 1.5% of 330,000 active;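 active means inhibition above the mean inhibition across the screen plus 3 SD, cut at about 25% in these data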;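 further: inhibitors block binding of the rhodamine activity-based probe so polarization drops; 0% = enzyme with DMSO and 100% = wells lacking pPAFAH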
PAD4 inh = blocks human protein arginine deiminase 4. Q9UM07. recombinant PAD4, RCA probe fluorescence polarization. inhibition, % at 6.36 µM. 0.41% of 330,000 active;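 active means percent inhibition above a cutoff equal to the mean of all tested compounds plus 3 SD, cut at about 15% in these data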;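 further: 0% = PAD4 with RCA probe and DMSO and 100% = probe without PAD4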
PAFAH2 inh = PAFAH2 (human) inhibition | Q99487 | inhibition, % at 3.39 µM | recombinant PAFAH2, FP-rhodamine activity probe, fluorescence polarization | 0.99% of 340,000 active;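 active means inhibition above the mean over all tested compounds plus 3 SD, cut at about 30% in these data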;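 further: inhibitors block probe labeling of enzyme so polarization drops; 0% = enzyme with DMSO and 100% = wells lacking PAFAH2 protein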
An asterisk follows results filed as active; . = not tested or not shown. A portion of the library; the hit share may differ from the screen's.

SMILES | GSTO1 counter | PME-1 inh | LYPLA1 counter | LYPLA2 inh | PAFAH1B3 inh | PAFAH1B2 FP inh | pPAFAH inh | PAD4 inh | PAFAH2 inh
COC(=O)C1=C(N)Oc2c(c(=O)oc3ccccc23)C1c1cccnc1 (centres undefined) | 3 | -3 | -2 | -5 | 0 | 4 | 2 | -4 | -2
Cc1ccc(C(=O)NC2CC3CCC(C2)N3)cc1 (centres undefined) | 8 | -8 | 3 | 3 | 13 | 5 | 4 | -2 | 3
C[N+]1(CC2COC(c3ccco3)O2)CCCCC1 (centres undefined) | 4 | 1 | 0 | -3 | 3 | -1 | 0 | -6 | 1
CCN(CC)CCCN=C(C)c1c(O)n(C2CCCCC2)c(=O)[nH]c1=O | 2 | -3 | -1 | -1 | -1 | 2 | 6 | 2 | 3
O=P(O)(Oc1ccccc1)OC(c1ccccc1)C(F)(F)F (centres undefined) | -5 | -4 | 0 | -2 | 0 | 52* | -11 | -2 | 67*
Cc1ccc(OCCOc2cccc(C=C3C(=O)NC(=O)NC3=O)c2)c(C)c1 | 32 | 0 | 3 | 5 | 14 | 18 | 8 | -3 | 3
COC(=O)C1=C(c2ccc(-c3ccccc3)c(F)c2)C[C@@H]2CC[C@H]1N2C(=O)NC1Cc2ccccc2C1 | . | -6 | -4 | -4 | -4 | 3 | 6 | 2 | -3
CCOc1cc2c(cc1OCC)-n1cccc1C(c1ccc(OC)c(O)c1)NC2 (centres undefined) | 1 | -1 | -2 | -1 | 10 | 6 | -1 | 2 | -3
COc1cc2c(cc1OC)-c1c(OC)c(OC)c(OC)c3ccnc(c13)C2=O | 2 | 1 | 0 | -1 | . | . | 38* | 0 | .
O=C1C2CCCN2C(c2cccnc2)N1c1nccs1 (centres undefined) | 0 | 2 | 1 | 7 | 5 | 1 | -2 | 0 | -9
COc1ccc2c(c1O)-c1cccc3c1[C@@H](C2)N(C)CC3 | 3 | 3 | 4 | 4 | 7 | 10 | 4 | -5 | -6
CC1(C)OC(c2ccccc2)=C/C(=C/C=C2C(=O)NC(=S)NC2=O)O1 | -66 | -140 | -83 | -187 | . | . | -21 | -11 | .
O=C(Nc1cccc(Cl)c1)c1c(O)c2c(n(Cc3ccco3)c1=O)CCCC2 | 4 | -3 | -1 | 2 | . | . | 0 | -2 | .
CN(C)C(=O)Oc1ccc(C(=O)c2ccccc2)cc1 | 6 | 8 | 0 | 3 | 10 | 1 | -1 | -2 | -5
Cc1nn(Cc2ccccc2)c(C)c1C(=O)OCC(=O)NC1CCS(=O)(=O)C1 (centres undefined) | 9 | -2 | -3 | -7 | 11 | 5 | 2 | 1 | 4
Cc1cc(C=C2C(=O)NC(=O)NC2=O)c(C)n1-c1ccc2c(c1)OCO2 | 13 | 6 | 2 | -2 | -1 | 7 | 5 | -15 | 11
Cc1cc(C)cc(NC(=O)CCNC(=O)N2C[C@H]3C[C@@H](C2)c2cccc(=O)n2C3)c1 | -4 | -5 | 0 | 0 | 7 | 2 | 2 | 1 | -3
COc1cccc(N2C(=O)NC(=O)/C(=C/c3ccc4c5c(cccc35)CC4)C2=O)c1 | 11 | -4 | -8 | -12 | . | . | 6 | -3 | .
COc1ccc(CN2CC3CC(C2)c2cccc(=O)n2C3)cc1OC (centres undefined) | 1 | -4 | 2 | 0 | 13 | -4 | -5 | -1 | -3
O=C(c1ccccc1)c1ccccc1N=Cc1c(O)[nH]c(=O)[nH]c1=O | 7 | -1 | 5 | 2 | -2 | -3 | 5 | -7 | 13
Cc1ccc(CN2CCCN(Cc3ccc(Cl)cc3)S2(=O)=O)cc1 | -2 | -8 | -5 | 3 | 0 | 2 | 5 | 2 | -1
O=C1CN(O)C(c2ccccc2Cl)=c2cc(Br)ccc2=N1 | 3 | 5 | -1 | 1 | 3 | 2 | 6 | 0 | -6
O=c1c2ccccc2nc(/C=C/c2ccc(O)c(O)c2)n1-c1ccccc1 | 44* | 27* | -15 | -20 | 8 | -1 | 30* | -4 | 1
CCOC(=O)c1ccc(N=C(CC)c2c(O)n(C)c(=O)n(C)c2=O)cc1 | 1 | -2 | 0 | 1 | 2 | -1 | -1 | -2 | 3
O=C(Cn1ncc2c3ccccc3n(Cc3cccc(Cl)c3)c2c1=O)N1CCC2(CC1)OCCO2 | 4 | -10 | -4 | -4 | 14 | 5 | 40* | -2 | 19

Continuation:
SMILES | GSTO1 counter | PME-1 inh | LYPLA1 counter | LYPLA2 inh | PAFAH1B3 inh | PAFAH1B2 FP inh | pPAFAH inh | PAD4 inh | PAFAH2 inh
O=C(c1cc([N+](=O)[O-])ccc1N1CCNCC1)N1CCOCC1 | -6 | -3 | -5 | -3 | 3 | -3 | 0 | -4 | -4
CCOP(=S)(NN(Cc1ccccc1)C(=O)c1ccccc1)OCC | 3 | 4 | -1 | 1 | 2 | 3 | 2 | 0 | -6
CCN(CC)CCOC(=O)c1cc2cc(COC)ccc2o1 | 0 | -3 | 0 | 5 | 5 | 2 | 0 | -2 | 7
Cc1nc2c(c(=O)[nH]1)C(c1ccc([N+](=O)[O-])cc1)c1c(c3ccccc3oc1=O)O2 (centres undefined) | 0 | -1 | -1 | 0 | . | . | 1 | 4 | .
O=C(Nc1ccc(C(F)(F)F)cc1)c1cccn(Cc2ccc3c(c2)OC(F)(F)O3)c1=O | 6 | -1 | 3 | 1 | 1 | -2 | 1 | 4 | -11
NC1=Nc2ccccc2Oc2ccccc21 | 1 | -7 | -2 | 3 | 3 | 1 | 8 | 0 | 1
Cc1ccc(C(c2nnnn2Cc2ccccc2)N2CC=C(c3ccc(F)cc3)CC2)cc1 (centres undefined) | 5 | 6 | -1 | -2 | -4 | 1 | -4 | 0 | 1
COc1ccc(C(=O)CN2CCOCC2)cc1F | 0 | -1 | 0 | -2 | 7 | 2 | 0 | 0 | 2
COC(=O)C1=C(c2ccc(S(C)(=O)=O)cc2)C[C@@H]2CC[C@H]1N2C(=O)NCc1ccc(C(F)(F)F)cc1 | 4 | 10 | 2 | 4 | 13 | 1 | 4 | 3 | -1
CN1CCN(c2ccc(N)cc2)CC1 | 12 | -3 | 0 | 2 | -2 | 2 | 1 | -2 | -7
O=c1[nH]c(=S)n(C2CC2)c(O)c1C=Nc1ccc2c(c1)OCO2 | 14 | 1 | 1 | 7 | 0 | 6 | 8 | -2 | 2
CNC(=O)Nc1ccc(C(O)(C(=O)OC)C(F)(F)F)cc1 (centres undefined) | 3 | 2 | 1 | -3 | 8 | 3 | -2 | 1 | 1
COc1cc(/C=N/n2cnnc2)ccc1OC(=O)N(C)C | 4 | -6 | 3 | 6 | 1 | 2 | 7 | 1 | 3
COc1ccccc1/C=C1\C(=O)NC(=S)N(c2ccccc2)C1=O | 2 | -6 | -4 | -5 | 3 | 7 | -1 | 0 | 7
C[C@]12CCC(=O)C=C1CC[C@@H]1C2[C@H](O)C[C@]2(C)C(=O)CCC12 (some centres undefined) | 3 | 0 | -1 | -8 | -1 | 2 | 6 | -2 | -5
CC1CCC(NCC(O)c2ccccc2)CC1 (centres undefined) | -10 | -6 | -3 | -3 | 8 | -1 | -4 | -2 | -5
COc1ccc(OCC(=O)N2CCN(Cc3ccc(SC)cc3)CC2)cc1 | -1 | -1 | 0 | 3 | 2 | 0 | -1 | -8 | -2
Cc1ccc(-c2cc(-c3ccccc3)cc(-c3ccccc3)[n+]2-c2ccccc2)cc1 | 4 | -2 | -1 | 1 | 6 | -1 | 2 | -3 | 0
CN1C2CCC1CC(=NO)C2 | 4 | -3 | -3 | 6 | 0 | 2 | -4 | -1 | -4
Cc1cc(C(=O)NP(=O)(N2CCOCC2)N2CCOCC2)c(C)n1C1CC1 | 0 | 1 | 5 | -3 | 14 | -2 | 4 | -1 | 3
CC1=C(C(=O)O)N2C(=O)C(NC(=O)Cc3ccccc3)C2SC1 (centres undefined) | 1 | 0 | -2 | 0 | 5 | 2 | 4 | -2 | -3
CCN(CC)CCOC(=O)c1ccc(N=Cc2c(O)[nH]c(=O)[nH]c2=O)cc1 | -4 | -9 | -2 | -5 | -1 | 2 | -6 | -3 | -5
COc1ccccc1N1CCN(Cc2cccc(OC)c2O)CC1 | -1 | 5 | 2 | 5 | -6 | 4 | 3 | 4 | -9
Cc1c(C=O)c2ccccc2n1Cc1ccccc1 | 0 | -2 | 0 | 1 | 1 | -1 | -4 | -4 | 6
COc1ccc2c(c1O)[C@]13CCN(C)[C@H](C2)[C@@H]1CCC(=O)C3 | -10 | -3 | -1 | 0 | 2 | 2 | 6 | -3 | -6

Further entries.
SMILES | GSTO1 counter | PME-1 inh | LYPLA1 counter | LYPLA2 inh | PAFAH1B3 inh | PAFAH1B2 FP inh | pPAFAH inh | PAD4 inh | PAFAH2 inh
Cc1cccn2c(=O)c3c(nc12)N1CCC(Cc2ccccc2)CC1C1(C3)C(=O)N(C)C(=O)N(C)C1=O (centres undefined) | -8 | 5 | -2 | -10 | -1 | 15 | 4 | -2 | -2
c1ccc(C2OCCN3CCCCC23)cc1 (centres undefined) | 4 | -1 | 2 | 4 | 2 | -5 | 2 | -7 | -5
COc1cc2c(cc1O)[C@@H]1Cc3ccc(OC)c(O)c3CN1CC2 | 69* | 8 | 2 | 8 | 37* | 8 | 0 | -6 | 6
O=C(N/N=C/c1c(O)n(C2CC2)c(=S)[nH]c1=O)c1ccccc1O | 0 | 6 | 4 | 9 | 1 | 19 | 15 | -1 | 12
CN1CCC2(CC1)CC(NC=O)c1ccccc1O2 (centres undefined) | 2 | -8 | 1 | -1 | 10 | 1 | 3 | 0 | 0
C=CP(=O)(O)c1ccccc1 | 17 | 0 | 1 | -5 | 8 | 4 | 2 | -6 | 1
CCOC(=O)c1[nH]c(C)c(C(=O)N2CCC3(CC2)OCCO3)c1C | 6 | -3 | -3 | -2 | 8 | -4 | 0 | -6 | 5
CC(=O)[C@@]1(O)CC[C@H]2[C@@H]3CC=C4C[C@@H](O)CC[C@]4(C)[C@H]3CC[C@@]21C | -3 | -5 | 1 | 0 | 11 | 1 | 1 | -6 | 7
CCCCCCN=C(C)c1c(O)n(CCCC)c(=O)[nH]c1=O | -2 | -7 | 7 | 8 | 9 | 6 | -4 | 4 | 2
CCN(CC)c1ccc(/C=C2\C(=O)NC(=O)N(CC3CCCO3)C2=O)cc1 (centres undefined) | 7 | 0 | -5 | -3 | -3 | 4 | 4 | -1 | 22
CC12CCC3C(CCC4C/C(=N/O)CCC43C)C1CCC2O (centres undefined) | 0 | -10 | -1 | 1 | 3 | 2 | 0 | -2 | 1
CN(C)c1ccc(P(=S)(N(C)C)N(C)C)cc1 | 0 | 3 | 0 | 4 | 4 | 0 | 7 | -1 | 4
CCOC(=O)C1=C(N)OC2=C(C(=O)CCC2)C12C(=O)N1c3c(ccc(C)c32)C(C)=CC1(C)C (centres undefined) | 11 | 2 | 4 | 13 | 11 | 5 | 5 | -3 | -12
C=C(CO)CC1CC(O)[C@]2(C)OC3CC4OC5C[C@]6(C)O[C@]7(C)CCC8OC9C[C@]%10(C)OC%11C(C)=CC(=O)OC%11CC%10OC9C[C@@H](C)C8OC7CC6O[C@]5(C)C/C=C\C4OC3CC2O1 (some centres undefined) | -2 | 3 | 2 | -2 | 6 | 3 | 0 | -4 | 3
OC1(c2ccccc2)CCNC2CCCCC21 (centres undefined) | 4 | -9 | -2 | -1 | 14 | 4 | 2 | -1 | 0
C#CCN1CCN(c2ccc(F)cc2)CC1 | 2 | 1 | -2 | -1 | -6 | -1 | 5 | -2 | -4
COC(=O)C1=CO[C@H](C)[C@H]2CN3CC[C@@]4(C(=O)Nc5ccccc54)[C@@H]3C[C@H]12 | 0 | 0 | 3 | 9 | 18 | 0 | 7 | 4 | -20
Cc1ccc(C2=CCNCC2)cc1 | -3 | -9 | -3 | 4 | 11 | 3 | 2 | -1 | 3
